# Compound activity deposited in PubChem by NCI.
# All columns: NCI-60 one-dose screen, growth in % after 48 h at 10 µM unless noted; 100 = growth as untreated, 0 = no growth, -100 = all killed.
# SF-268 = SF-268 CNS cancer cells. actives 3.1% (n = 82,000). AID 1794759
# U251 = U251 CNS tumor cells; AID 1794753; actives 5.4% (n = 80,000)
# SNB-75 = SNB-75 CNS cancer | actives 5% (n = 79,000) | AID 1794750
# SF-295 = SF-295 CNS cancer cells; actives 5.6% (n = 79,000)
# SNB-19 = SNB-19 CNS cancer cells; actives 2.5% (n = 81,000); AID 1794751
# HCC-2998 = HCC-2998 colon cancer; actives 4.7% (n = 79,000); AID 1794799
# SF-539 = SF-539 CNS cancer. actives 6.8% (n = 81,000)
# PC-3 = PC-3 prostate cancer cells; AID 1794754; actives 3.9% (n = 80,000)
# An asterisk follows results filed as active; nt = no result given. How the source made its calls: active means growth percent below 10; inactive means the rest.
compound	SF-268	U251	SNB-75	SF-295	SNB-19	HCC-2998	SF-539	PC-3
Cc1c(-c2ccccc2)nc(N2CCOCC2)c(C#N)c1C#N	102	88	82	87	104	113	97	93
Cc1nn(-c2ccccc2)c(Oc2ccc(Br)cc2)c1/C=N/NC(=O)Cn1c(=O)sc2ccccc21	60	52	61	44	70	74	83	40
CC(C)CCN1C(=O)C(O)(CC(=O)c2ccc(C#N)cc2)c2ccccc21 (stereo not drawn)	109	101	105	127	98	nt	98	nt
Cc1ccc(C(=O)N/N=C/c2cccs2)cn1	124	93	88	100	100	102	95	88
CCN1CCN(Cc2cn(CC(=O)Nc3ccc4c(ccn4Cc4ccccc4)c3)nn2)CC1	96	97	87	105	98	110	102	96
COc1ccc(C(=O)COc2ccc(/C=C3\C(=O)Nc4ccc(Cl)cc43)cc2)cc1	94	94	62	103	93	103	95	70
CC(C)[C@@H]1CC[C@]2(C(=O)NCCCCN=C(N)N)CC[C@]3(C)[C@H](CC[C@@H]4[C@@]5(C)CCC(=O)C(C)(C)[C@@H]5CC[C@]43C)[C@@H]12	55	31	nt	102	42	54	69	47
Cc1ccccc1Nc1n[nH]c(Cc2ccccc2)n1	101	94	94	103	98	100	107	86
Brc1ccc2[nH]cc(-c3nc(-c4ccsc4)cs3)c2c1	95	93	100	89	106	122	95	nt
COc1cc(/C=C\C(=O)[C@@H]2CC[C@]3(O)CC[C@]4(C)[C@H](CC[C@@H]5[C@@]6(C)CC[C@H](O)C(C)(C)[C@@H]6CC[C@]54C)[C@@H]23)cc(OC)c1	64	98	44	77	98	131	89	45
COc1ccc(CSC(=N)N)cc1	nt	104	99	113	106	101	nt	97
COc1cc(OC)c(/C=C2\N=C(c3ccccc3)OC2=O)c(OC)c1	109	99	78	95	nt	101	99	108
COC1=C[C@]23CCC(=O)N2CCc2cc4c(cc2[C@@H]3[C@@H]1OC(=O)CCCC(C)C)OCO4	133	43	120	70	28	22	11	42
Nc1nc(N)c(N=O)c(N)n1	107	100	nt	94	97	101	101	92
Cc1cc2c(cc1C)-n1c(C)cc(=O)n1C(c1ccc3c(c1)OCO3)N2 (stereo not drawn)	109	100	86	101	104	109	104	93
CCN(CC)CCC(c1ccccc1)c1ccccc1	114	110	85	104	99	nt	108	99
CC(C)CC1NC(C)(C)CO1 (stereo not drawn)	102	109	nt	131	115	102	126	94
CCOC(=O)c1cnn2c1NC(c1ccc(F)cc1)C2 (stereo not drawn)	100	107	94	101	96	119	99	101
CCN(CC)CCOc1nc2c3ccc(Cl)cc3nn2c2ccccc12	45	16	34	29	24	15	18	34
COc1ccc(C2CC(c3cc(OC)c(OC)c(OC)c3)=NN2)cc1 (stereo not drawn)	74	26	68	48	68	79	79	nt
COc1cc(C2CC(=O)Nc3c(-c4ccc(F)cc4)nsc32)cc2c1OCO2 (stereo not drawn)	90	92	97	90	101	nt	nt	85
CC(C)(C)CC(C)(C)NC(=O)Nc1ncccc1OCc1ccc(F)cc1	80	87	101	87	90	97	106	74
CC1(C)CC[C@]23CC[C@]4(C)[C@H](CC[C@@H]5[C@@]6(C)Cc7cn[nH]c7C(C)(C)[C@@H]6CC[C@]54C)[C@H]2[C@H]1OC3	107	106	86	105	100	103	95	97
c1ccc(OCCN2CCNCC2)cc1	108	107	102	118	106	nt	113	101
Cc1ccc(N(C(=O)CCc2c[nH]c3ccccc23)[C@H](C(=O)Nc2cccc([N+](=O)[O-])c2)c2cccc([N+](=O)[O-])c2)cc1	81	83	90	95	97	96	99	72
Cc1ccc2[nH]c(=S)n(-c3ccc(S(=O)(=O)Nc4ccc(Cl)nn4)cc3)c(=O)c2c1	101	100	98	104	97	104	96	103
Cn1ccnc1C(=O)/C=C/c1ccc(CC(=O)Nc2ccc(Br)cc2)cc1	16	5.8*	8.2*	19	11	15	-38*	23
COc1cc(C2=NN(C(C)=O)C(c3cn(S(=O)(=O)c4ccc(C)cc4)c4ccccc34)O2)cc(OC)c1OC (stereo not drawn)	70	86	60	76	94	102	95	64
CCS(=O)(=O)c1nnc2n(Cc3ccccc3)c(=O)c3c(C)c(C(N)=O)sc3n12	92	100	81	75	102	nt	nt	41
Brc1ccc2[nH]c(-c3c[nH]c4ncccc34)nc2n1	100	100	106	105	104	107	93	87
CCOC(=O)/C=C(/OC(=O)c1ccc(OC)cc1)c1ccccc1	112	100	90	102	95	104	105	71
COc1cc(-n2cc(-c3ccc(S(C)(=O)=O)cc3)n(C(C)=O)c2=O)cc(OC)c1OC	116	103	108	83	96	94	97	103

# The list goes on:
# The line under a structure holds: SF-268, U251, SNB-75, SF-295, SNB-19, HCC-2998, SF-539, PC-3
> CCCCCCCCCCCc1nc2ccccc2s1
    104, 104, 92, 105, 95, 114, 97, 100
> O=C(O)C(C(=O)O)C(c1ccccc1)c1ccccc1Br (stereo not drawn)
    98, 96, 96, 101, 102, 96, nt, 93
> CN(C)CCn1c2ccc(N)cc2c2nc3ccccc3nc21
    43, 33, 54, 32, 32, 46, 21, 39
> Cc1cnc(Nc2ccc(OCCN3CCCC3)cn2)nc1NCc1ccco1
    90, 87, 65, 112, 89, 105, 95, 81
> Cn1cccc1C(=O)C1C(c2ccc(F)cc2)C2CSCN2C12C(=O)Nc1ccc(Cl)cc12 (stereo not drawn)
    86, 87, 59, 88, 82, 104, 97, 71
> O=C1COc2cc(O)ccc21
    107, 100, 82, 122, 106, 99, 105, 97
> COc1ccc(-n2ncc3c2CCc2cc(S(=O)(=O)c4ccccc4)c(OCc4ccccc4)nc2-3)cc1
    102, 96, 96, 95, 99, 109, 102, 78
> OC(c1ccccc1)C1CCCCC1 (stereo not drawn)
    112, 99, 79, 114, 98, 105, 94, 91
> C#C[C@]1(O)CC[C@H]2[C@@H]3CC=C4c5sc(-c6ccccn6)nc5CC[C@]4(C)[C@H]3CC[C@@]21C
    82, 51, 37, -37*, 72, 92, 31, 52
> CC1(C)C(=O)COC1=O
    100, 86, 88, 103, 103, 105, 102, 82
> COc1ccc2c(c1)c(-c1nc(-c3c[nH]c4ncccc34)cs1)cn2CCO
    67, 53, 32, 58, 82, 59, 50, 49
> C=C[C@@H]1C[C@@H]2Cc3cc(F)ccc3N1O2
    106, 99, 100, 112, 109, 95, 107, 102
> COc1ccc2oc3c(c4c(c5c6ccccc6n(C)c35)C(=O)NC4=O)c2c1
    97, 101, 86, 100, 97, nt, 90, 92
> O=c1c2cc(F)ccc2sc2c(NCCCNCCO)nc3ccccc3c12
    42, 6.2*, 54, 65, 58, -91*, -24*, 25
> COc1ccc(C2CC(c3cccc(Nc4ccnc5cc(Cl)ccc45)c3)=NN2c2ccc(Cl)cc2)cc1 (stereo not drawn)
    55, 65, 80, 31, 95, 7.6*, -32*, 61
> N#Cc1c(N)n2c(nc1=Nc1ccc(Cl)cc1)sc1cc(Cl)ccc12
    56, 71, 21, -2.3*, 76, 107, 103, 62
> COc1ccc(CCNC(=O)C(=O)C(Cc2ccccc2)NC(=O)c2[nH]c3ccccc3c(=O)c2C)cc1 (stereo not drawn)
    96, 87, 97, 97, 93, 110, 101, 98
> Cc1c(-c2ccccc2Cl)nc2ccccc2c1C(=O)O
    102, 96, 95, 97, nt, 107, 94, nt
> O=C(Cc1ccccc1)NO
    99, 96, 97, 109, 105, 100, 109, 105
> O=C(CCCCCSc1nc(-c2ccccc2)cc(-c2ccc(Cl)cc2)n1)NO
    108, 96, 78, 100, 97, 111, 94, 90

# A section from further up, for reference:
# The line under a structure holds: SF-268, U251, SNB-75, SF-295, SNB-19, HCC-2998, SF-539, PC-3
> CCCCCCCCCCCc1nc2ccccc2s1
    104, 104, 92, 105, 95, 114, 97, 100
> O=C(O)C(C(=O)O)C(c1ccccc1)c1ccccc1Br (stereo not drawn)
    98, 96, 96, 101, 102, 96, nt, 93
> CN(C)CCn1c2ccc(N)cc2c2nc3ccccc3nc21
    43, 33, 54, 32, 32, 46, 21, 39
> Cc1cnc(Nc2ccc(OCCN3CCCC3)cn2)nc1NCc1ccco1
    90, 87, 65, 112, 89, 105, 95, 81
> Cn1cccc1C(=O)C1C(c2ccc(F)cc2)C2CSCN2C12C(=O)Nc1ccc(Cl)cc12 (stereo not drawn)
    86, 87, 59, 88, 82, 104, 97, 71
> O=C1COc2cc(O)ccc21
    107, 100, 82, 122, 106, 99, 105, 97
> COc1ccc(-n2ncc3c2CCc2cc(S(=O)(=O)c4ccccc4)c(OCc4ccccc4)nc2-3)cc1
    102, 96, 96, 95, 99, 109, 102, 78
> OC(c1ccccc1)C1CCCCC1 (stereo not drawn)
    112, 99, 79, 114, 98, 105, 94, 91
> C#C[C@]1(O)CC[C@H]2[C@@H]3CC=C4c5sc(-c6ccccn6)nc5CC[C@]4(C)[C@H]3CC[C@@]21C
    82, 51, 37, -37*, 72, 92, 31, 52
> CC1(C)C(=O)COC1=O
    100, 86, 88, 103, 103, 105, 102, 82
> COc1ccc2c(c1)c(-c1nc(-c3c[nH]c4ncccc34)cs1)cn2CCO
    67, 53, 32, 58, 82, 59, 50, 49
> C=C[C@@H]1C[C@@H]2Cc3cc(F)ccc3N1O2
    106, 99, 100, 112, 109, 95, 107, 102
> COc1ccc2oc3c(c4c(c5c6ccccc6n(C)c35)C(=O)NC4=O)c2c1
    97, 101, 86, 100, 97, nt, 90, 92
> O=c1c2cc(F)ccc2sc2c(NCCCNCCO)nc3ccccc3c12
    42, 6.2*, 54, 65, 58, -91*, -24*, 25
> COc1ccc(C2CC(c3cccc(Nc4ccnc5cc(Cl)ccc45)c3)=NN2c2ccc(Cl)cc2)cc1 (stereo not drawn)
    55, 65, 80, 31, 95, 7.6*, -32*, 61
> N#Cc1c(N)n2c(nc1=Nc1ccc(Cl)cc1)sc1cc(Cl)ccc12
    56, 71, 21, -2.3*, 76, 107, 103, 62
> COc1ccc(CCNC(=O)C(=O)C(Cc2ccccc2)NC(=O)c2[nH]c3ccccc3c(=O)c2C)cc1 (stereo not drawn)
    96, 87, 97, 97, 93, 110, 101, 98
> Cc1c(-c2ccccc2Cl)nc2ccccc2c1C(=O)O
    102, 96, 95, 97, nt, 107, 94, nt
> O=C(Cc1ccccc1)NO
    99, 96, 97, 109, 105, 100, 109, 105

# Additional entries
# The line under a structure holds: SF-268, U251, SNB-75, SF-295, SNB-19, HCC-2998, SF-539, PC-3
> C=CCN1C(=O)/C(=C/C(=O)OCC)S/C1=N\Nc1cc(=O)[nH]c2ccc(Br)cc12
    96, 99, 80, 103, 92, 107, 96, 90
> O=C(c1ccccc1)c1ccc(N2C(=O)C3C4c5ccccc5C(/C=C/C(=O)c5cccs5)(c5ccccc54)C3C2=O)cc1 (stereo not drawn)
    75, 91, 64, 99, 96, 101, 85, 71
> CCOC(=O)C1=C(C(=O)c2ccc(Br)cc2)C(c2ccc(Br)cc2)NC(=S)N1 (stereo not drawn)
    99, 96, 93, 102, 100, 106, 100, 98
> O=C(O)c1ccccc1C(=O)c1ccc2c(c1)CCC2
    105, 94, 96, 97, 105, 105, 97, 81
> COc1ccc(/C=C(\NC(=O)c2ccccc2)C(=O)NN(C)c2ccnc3cc(Cl)ccc23)cc1OC
    99, 89, 79, 98, 98, 108, 99, 89
> COc1cc(C(=O)/C=C/c2ccc3nc(-c4ccc(C(F)(F)F)cc4)sc3c2)cc(OC)c1OC
    106, 96, nt, 92, 113, 96, 97, 102
> O=C(Nc1cccc(C(F)(F)F)c1)Oc1ccc(Cl)c2cccnc12
    15, 9.0*, 66, 4.1*, 46, 93, 51, -40*
> CCn1cc(C(=O)O)c(=O)c2cc(F)c(N3CCN(CC(=O)Nc4ccc(S(=O)(=O)Nc5nccc(C)n5)cc4)C(C)C3)c(F)c21 (stereo not drawn)
    98, 110, 96, 104, 99, 115, 99, 98
> COc1ccc(CNc2ccc3nc(NC(=O)CN4CCCCC4)sc3c2)cc1
    107, 91, 103, 87, 96, 108, 102, 73
> O=C1c2ccc3c4c(ccc(c24)C(=O)N1CCCNCc1ccccc1F)C(=O)N(CCCNCc1ccccc1F)C3=O
    -65*, -86*, -98*, -68*, -64*, -93*, -66*, -59*
> O=S(=O)(Nc1ccc(Cl)nn1)c1ccc(NC(=S)NC2CCCCC2)cc1
    100, 103, 106, 102, 102, 110, 97, 108
> COC(=O)c1ccc(Nc2nc(N)nn2Cc2cccc(Br)c2)cc1
    95, 101, 67, 92, 96, 103, 90, 96
> CCn1cc(-c2ccnc(NCCNS(=O)(=O)c3ccc(Cl)cc3)c2)c(-c2cccc(OC)c2)n1
    90, 95, 89, 93, 90, 107, 94, 72
> COc1ccc(C2NC(=S)Nc3c2c(=O)n(-c2ccccc2)c2ccccc32)cc1 (stereo not drawn)
    96, 96, 87, 110, 100, 94, 100, 165
> COC(=O)C(=CC(Br)C(Br)c1ccccc1)C(=O)OC (stereo not drawn)
    112, 100, 73, 121, 102, 100, 109, 102
> COc1ccc(-c2c(-c3ccccc3)oc3cc(O)ccc3c2=O)cc1
    98, 102, 94, 102, 117, 94, 102, 80
> CCCCCCCCC1C(C)(c2ccccc2)CC1(C)c1ccccc1 (stereo not drawn)
    104, 109, 105, 102, 108, 98, 98, 108
> C=C(C)[C@@H]1CC[C@]2(CO)CC[C@]3(C)[C@H](CC[C@@H]4[C@@]5(C)Cc6c([nH]c7ccccc67)C(C)(C)[C@@H]5CC[C@]43C)[C@@H]12
    89, 87, 115, 99, 95, 101, 104, 80
